TRHR agonist: agonists of human TRH receptor | 360,000 compounds, 0.18% hits | activation, % at 2 µM | TRHR cells, calcium flux fluo-8, FDSS agonist mode | AID 493084; also: 0% is about no effect
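Agonist-mode FDSS calcium read (Ex 480/Em 530, 1 s cycles) in 1536-well TRHR cells with fluo-8 dye, after 10-cycle baseline and 23 nL compound addition; TRH at EC20 (10 nM final) added afterwards for the enhancer phase.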
D1 agonist: activates the human D1 dopamine receptor | P21728 | HEK293 T-REx D1 cells, calcium flux, agonist mode | activation, % at 2 µM | 360,000 compounds, 1% hits | AID 504660; also: 0% is about no effect
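Inducible HEK293 T-REx D1 cells, force-coupled to calcium signalling, were plated at 4000 cells/well with tetracycline and held overnight at 30 C. After no-wash calcium dye loading, compound-evoked calcium rise over 180 s flagged agonists.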
D1 potentiator: human D1 dopamine receptor positive modulation; P21728; HEK293 TREx D1 cells, calcium flux, dopamine EC20 potentiation; potentiation, % at 10 µM; 360,000 compounds, 0.036% hits; in the data active = potentiation above about 30%; also: 0% is about no effect
TRHR enhancer: allosteric enhancers of human TRH receptor | AID 493056 | enhancement, % at 2 µM | TRHR cells, fluo-8 calcium fluorescence, EC20 TRH enhancement | 360,000 compounds, 0.66% hits; in the data active = enhancement above about 30%; also: 0% is about no effect
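TRHR-expressing cells loaded with fluo-8 calcium dye were read kinetically (ex 480/em 530) during compound addition, then stimulated with an EC20 of TRH (10 nM final). Enhancement of the Gq-mediated intracellular calcium response was scored.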
D2 antag: D2 dopamine receptor (human) antagonism; HEK293 TREx D2 cells, calcium flux, dopamine EC80; AID 485344; P14416; inhibition, % at 10 µM; 340,000 compounds, 2% hits; in the data active = inhibition above about 30%; also: 0% is about no effect
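Calcium mobilization kinetics were recorded at 1 s intervals in tetracycline-induced HEK293 T-REx D2 cells, first for 180 s after compound addition and then 180 s after EC80 dopamine.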
D2 potentiator: positively modulates the human D2 dopamine receptor allosterically | HEK293 T-REx D2, calcium flux, EC20 dopamine potentiation | P14416 | 340,000 compounds, 0.34% hits | potentiation, % at 10 µM;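 active = potentiation over 3 SD above the plate norm, cut at about 30% in these data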; also: 0% is about no effect
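Calcium flux readout, no-wash dye, 1 read/s. Inducible HEK293 Trex D2 line, overnight 30 C. Compound alone 180 s (agonist flags), then EC20 dopamine, another 180 s to score potentiation.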
D2 agonist: D2 dopamine receptor (human) agonism; activation, % at 2 µM; 340,000 compounds, 0.53% hits; P14416; HEK293 T-REx D2 cells, calcium flux agonist mode;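 active = activation over 3 SD above normal in the single-dose calcium agonist read, cut at about 30% in these data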; also: 0% is about no effect
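Agonism is scored from calcium flux in a force-coupled, inducible HEK293 cell line expressing D2, read kinetically for 180 s after compound addition against dopamine controls.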
RXFP1 antag: antagonists of human relaxin receptor RXFP1; HEK293-RXFP1, relaxin-stimulated cAMP HTRF, 30 min; stronger effect = lower value; 350,000 compounds, 0.59% hits; Q9HBX9; activity change, negative = inhibition, % at 57.5 µM;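 active = activity change of -60% or lower, but not beyond a set lower limit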; also: % is scaled to controls: 0 for no effect and ±100 for the full control effect
Target sequence (Q9HBX9 whole entry, looked up): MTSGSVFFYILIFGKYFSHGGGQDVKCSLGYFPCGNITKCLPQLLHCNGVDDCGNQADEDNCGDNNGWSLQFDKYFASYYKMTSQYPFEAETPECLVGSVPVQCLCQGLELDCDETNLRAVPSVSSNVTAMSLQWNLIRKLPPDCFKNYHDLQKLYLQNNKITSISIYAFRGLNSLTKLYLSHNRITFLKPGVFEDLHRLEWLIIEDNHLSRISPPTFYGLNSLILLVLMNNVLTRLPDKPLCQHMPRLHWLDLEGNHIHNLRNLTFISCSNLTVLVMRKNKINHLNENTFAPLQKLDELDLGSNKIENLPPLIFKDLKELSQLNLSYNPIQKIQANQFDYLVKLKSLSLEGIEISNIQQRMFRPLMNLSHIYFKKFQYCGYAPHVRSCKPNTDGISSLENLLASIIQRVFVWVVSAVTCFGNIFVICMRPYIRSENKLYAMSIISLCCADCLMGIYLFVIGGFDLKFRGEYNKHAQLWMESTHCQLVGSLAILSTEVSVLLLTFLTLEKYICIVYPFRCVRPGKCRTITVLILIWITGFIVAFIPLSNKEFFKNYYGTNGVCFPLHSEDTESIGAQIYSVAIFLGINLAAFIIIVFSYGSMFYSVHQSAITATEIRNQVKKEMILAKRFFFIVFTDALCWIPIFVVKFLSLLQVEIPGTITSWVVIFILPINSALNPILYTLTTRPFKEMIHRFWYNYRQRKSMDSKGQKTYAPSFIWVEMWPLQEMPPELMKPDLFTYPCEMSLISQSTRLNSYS
D1 antagonist: blocks dopamine activation of the human D1 receptor | HEK293 TREx D1 cells, calcium flux, dopamine EC80; stronger effect = lower value | P21728 | 360,000 compounds, 3.2% hits | activity change, negative = inhibition, % at 10 µM; in the data active = activity change below about -30%; also: % is scaled to controls: 0 for no effect and ±100 for the full control effect
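Antagonism measured as reduced calcium response to an EC80 dopamine addition following 180 s compound pre-read; cells were inducible HEK293 Trex D1 plated overnight at 30 C, read kinetically at 1 cycle/sec.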
* marks the source's active call; other numbers are inactive results; · = no result given; & = joins results of further samples. Rule as the data show it, unless noted: active = activation above about 30%; inactive = the rest.

SMILES | TRHR agonist | D1 agonist | D1 potentiator | TRHR enhancer | D2 antag | D2 potentiator | D2 agonist | RXFP1 antag | D1 antagonist
Cc1cccc2c1-c1sc(C(=O)NCCCN3CCCC(C)C3)cc1CO2 (stereo not drawn) | 1.3 | 19 | -19 | 0 | -15 | -22 | 0.5 | -36 | -51*
NC(=S)N/N=C1\CC(c2ccc3c(c2)OCCCO3)Oc2ccc(F)cc21 (stereo not drawn) | -0.5 | 6 | 1 | 9 | · | · | · | -61* | 9
O=C(Nc1ccccc1)Nc1nnc(Cc2ccc(F)cc2)s1 | -1.4 | 5 | -11 | 3 | 3 | 1 | 1.2 | 8 | 4
O=C(c1cccc(NS(=O)(=O)c2ccc(F)c(F)c2)c1)N1CCN(Cc2ccccc2)CC1 | -0.1 | 0 | -2 | 1 | 3 | 2 | -0.7 | 12 | -11
Brc1cccc(-c2nnc(SCc3ccon3)n2-c2ccccc2)c1 | -0.1 | 1 | 1 | -2 | 7 | 2 | -1.2 | -24 | 11
Cc1ccc(C(=O)Nc2ccccc2C(=O)N2CCCC2)cc1[N+](=O)[O-] | -0.2 | 0 | -4 | 3 | -1 | 2 | 0.3 | 9 | -10
COc1ccc(S(=O)(=O)N2CCN(C)CC2)cc1NC(=O)c1ccccc1 | -0.8 | 1 | -6 | 4 | -4 | 24 | -0.2 | -6 | 9
Cc1cccc(CC(=O)NC2CCCCCC2)c1 | -0.3 | 0 | 2 | 6 | 0 | 12 | 0.7 | 1 | 9
CCCCCCCC1CC(/C(C)=N/NC(N)=O)OC1=O (stereo not drawn) | -0.4 | 0 | 1 | -2 | 10 | -12 | 0.0 | -9 | 0
COc1cccc(CN2C(=O)c3ccccc3C2C(=O)NCCc2ccc(OC)c(OC)c2)c1 (stereo not drawn) | -0.2 | -4 | 5 | 1 | · | 3 | 0.0 | -10 | 1
CN(C)S(=O)(=O)N1CCN(C(=O)N2CCCCCC2)CC1 | 0.8 | -1 | -2 | 16 | -3 | 2 | -0.2 | -11 | -4
CN(C)c1ccc(NS(=O)(=O)c2cc(Cl)ccc2Cl)cc1 | 0.0 | 1 | -1 | -5 | 2 | -1 | 1.9 | -7 | -18
CC1CCN(S(=O)(=O)c2ccc3c(c2)c(=O)c(C(=O)NCc2cccs2)cn3C)CC1 | -0.9 | 0 | -8 | 6 | -12 | 6 | -0.5 | 1 | -9
O=C(Nc1cccc(Cl)c1N1CCCC1)c1cc2ccccc2o1 | 1.4 | 10 | 11 | 10 | 22 | 2 | 1.0 | -7 | 1
C=CCSc1nnc(-c2cc3c(s2)-c2ccccc2CC3)o1 | 0.4 | 9 | 0 | 0 | -9 | 0 | 0.8 | -7 | 16
O=C(Nc1nc2ccccc2s1)c1ccccc1[N+](=O)[O-] | 0.0 | 5 | 1 | -3 | -9 | 12 | -0.1 | 0 | 19
COc1ccccc1/C=C/C(=O)NC(=S)N1CCN(C)CC1 | -0.4 | 1 | -5 | -5 | 1 | -6 | 0.3 | -1 | 5
C=CCn1c(C)cc(-c2csc(N)n2)c1C | 0.6 | 5 | -3 | -4 | -1 | 4 | 0.6 | 5 | 7
S=C1NCCc2ccccc2C1c1ccccc1Cl (stereo not drawn) | -0.3 | -1 | 3 | 6 | -7 | 4 | -0.7 | 10 | -4
O=C(O)C1Cc2ccccc2CN1C(=O)CSc1nnc2ccccn12 (stereo not drawn) | 0.1 | 2 | -1 | -4 | -2 | -6 | -0.4 | 9 | 11
CCOC(=O)C1CCCN(c2c(Nc3ccc(C)c(C)c3)c(=O)c2=O)C1 (stereo not drawn) | -1.0 | 1 | -9 | 57* | 27 | -17 | -0.1 | · | -7
CCn1c(=O)cc(OCC(=O)N2CCN(c3ccc(C)cc3)C(C)C2)c2ccccc21 (stereo not drawn) | -0.4 | 5 | -3 | 4 | · | 2 | -0.4 | · | -6
NC1C2CN(c3nc4c(cc3F)c(=O)c(C(=O)O)cn4-c3ccc(F)cc3F)CC12 (stereo not drawn) | -0.7 | 1 | 6 | -14 | 7 | -7 | -0.2 | -11 | -4
CC(C)Cc1cc(CN2CCCC(CO)(Cc3cccc(Cl)c3)C2)[nH]n1 (stereo not drawn) | 2.1 | 22 | -4 | -8 | 53* | -28 | 0.7 | -11 | -1
Nc1ccccc1-c1nc2ccccc2[nH]1 | 0.0 | 0 | -2 | 2 | 0 | 16 | 1.4 | 8 | 1
CCN1CCN(CCNC(=O)C2CCN(Cc3nc(-c4ccc(Cl)cc4)oc3C)CC2)CC1 | -0.1 | 2 | -4 | 2 | -5 | 9 | -0.7 | · | -6
Cc1cc(=O)cc(C)n1-c1ccc(Cl)cc1 | -0.5 | 2 | 4 | -16 | 7 | -1 | 0.4 | -2 | 17
CCCn1c(=S)[nH]c2cc(C(=O)N3CCCC(C(=O)OCC)C3)ccc2c1=O (stereo not drawn) | -1.2 | 3 | -1 | -4 | 0 | 18 | -0.5 | 9 | -9
CNC(=O)C1CCC(Cn2c(=O)c3sccc3n(CC(=O)Nc3ccc(C)c(C)c3)c2=O)CC1 (stereo not drawn) | 0.2 | 3 | -2 | 8 | · | 1 | 0.3 | -4 | -28
O=C(NNS(=O)(=O)c1ccc(C(F)(F)F)cc1)c1cnn(-c2ccccc2)c1C(F)(F)F | 1.0 | 1 | 1 | 4 | -16 | 0 | 0.0 | 0 | 7
CC(C)C(=O)Nc1cccc(C(=O)NCCc2ccc(S(N)(=O)=O)cc2)c1 | 0.8 | 3 | -4 | 11 | -6 | 9 | 0.0 | -1 | 5
CC(=O)Nc1ccc(NC(=O)c2cc(C3CC3)nc3c2cnn3C(C)C)cc1 | -0.5 | 0 | 4 | 12 | -12 | 11 | -0.2 | -11 | -16
Cc1ccc(S(=O)(=O)NC(C)C(=O)Nc2ccccc2C(=O)N2CCCC2)cc1 (stereo not drawn) | 1.3 | 0 | 1 | 2 | -1 | 8 | -1.3 | -11 | -7
CCc1ccccc1N(CC(=O)NCc1ccc(OC)cc1)C(=O)CCC(=O)Nc1ccccn1 | -0.1 | 1 | 2 | 3 | -5 | 18 | -0.2 | 11 | 5
O=C(O)/C=C/c1ccc(S(=O)(=O)Nc2cccnc2)cc1 | 0.0 | 6 | -2 | -3 | 6 | 0 | 0.0 | 14 | 18
Cc1ccc(-c2nnc(SCC(=O)N/N=C/c3c(C)nn(-c4ccccc4)c3C)n2-c2ccccc2)cc1 | -2.2 | 5 | -4 | -5 | 6 | 4 | -0.7 | -5 | -2
O=[N+]([O-])c1ccccc1/C=C/CN1CCCCC1CO (stereo not drawn) | -0.5 | 4 | -4 | -3 | -8 | -3 | -2.4 | 3 | -34*
N/C(=N\O)c1ccccc1-n1cccc1 | 0.7 | 2 | -5 | -4 | 3 | 8 | 1.4 | 15 | -5
CCOc1ccccc1/C=C/c1onc(C)c1S(=O)(=O)N1CCC(C(=O)N2CCCCCC2)CC1 | -0.1 | 3 | -4 | 3 | -3 | -18 | 0.5 | -4 | -1
Cn1c(=O)cc(OCC(=O)NCCC2=CCCCC2)c2ccccc21 | -0.5 | 0 | 1 | 7 | 0 | · | 0.9 | -11 | -12
NC(=O)/C(=C\c1ccccc1)NC(=O)/C=C/c1ccccc1 | -0.1 | 3 | 2 | 6 | -11 | 3 | -0.3 | · | 8
CCCn1nnc(NC(=O)c2ccc3c(c2)OCO3)n1 | -0.6 | 1 | -4 | 6 | -5 | 5 | 0.6 | 1 | 22
O=C(Nc1ccc2nc(-c3cccnc3)[nH]c2c1)c1ccco1 | -0.2 | 2 | 0 | 7 | 0 | 11 | 0.6 | · | 5
COc1ccc(C2CC(=O)Nc3c2c(=O)[nH]c2nc4ccccc4n32)cc1 (stereo not drawn) | -0.1 | -1 | -3 | 21 | · | -6 | 0.2 | · | -13
C/C(=N\NC(=O)c1ccccc1F)c1ccc2c(c1)Nc1ccccc1S2 | 0.8 | 6 | 3 | 8 | -4 | -3 | 0.1 | -25 | -3
COc1cc2c(cc1OC)C(COc1ccc3c(C)cc(=O)oc3c1)N(C(=O)c1ccc(Cl)cc1)CC2 (stereo not drawn) | 0.3 | 0 | 0 | -3 | · | -9 | -0.5 | -14 | 14
O=C(Nc1cccnc1)c1ccc(Br)c(S(=O)(=O)N2CCCC2)c1 | 0.2 | 11 | -9 | 6 | 12 | 0 | -0.2 | -17 | -16
Cc1nnc(NC(=O)C2CCN(c3nnnn3-c3ccccc3)CC2)s1 | 0.0 | 2 | 3 | -3 | -2 | -8 | -0.6 | -3 | -3

8 entries from above, with two lines to a compound.
Values run as follows: TRHR agonist	D1 agonist	D1 potentiator	TRHR enhancer	D2 antag	D2 potentiator	D2 agonist	RXFP1 antag	D1 antagonist
O=[N+]([O-])c1ccccc1/C=C/CN1CCCCC1CO (stereo not drawn)
  -0.5	4	-4	-3	-8	-3	-2.4	3	-34*
N/C(=N\O)c1ccccc1-n1cccc1
  0.7	2	-5	-4	3	8	1.4	15	-5
CCOc1ccccc1/C=C/c1onc(C)c1S(=O)(=O)N1CCC(C(=O)N2CCCCCC2)CC1
  -0.1	3	-4	3	-3	-18	0.5	-4	-1
Cn1c(=O)cc(OCC(=O)NCCC2=CCCCC2)c2ccccc21
  -0.5	0	1	7	0	·	0.9	-11	-12
NC(=O)/C(=C\c1ccccc1)NC(=O)/C=C/c1ccccc1
  -0.1	3	2	6	-11	3	-0.3	·	8
CCCn1nnc(NC(=O)c2ccc3c(c2)OCO3)n1
  -0.6	1	-4	6	-5	5	0.6	1	22
O=C(Nc1ccc2nc(-c3cccnc3)[nH]c2c1)c1ccco1
  -0.2	2	0	7	0	11	0.6	·	5
COc1ccc(C2CC(=O)Nc3c2c(=O)[nH]c2nc4ccccc4n32)cc1 (stereo not drawn)
  -0.1	-1	-3	21	·	-6	0.2	·	-13

Following part
SMILES | TRHR agonist | D1 agonist | D1 potentiator | TRHR enhancer | D2 antag | D2 potentiator | D2 agonist | RXFP1 antag | D1 antagonist
O=S(=O)(c1ccccc1F)N1CCN(Cc2cc3c(cc2Br)OCCO3)CC1 | -0.3 | 6 | 1 | 1 | 2 | 5 | 0.2 | 6 | -4
COc1cc(CNCCc2ccccc2F)ccc1OCc1ccc(Cl)nc1 | 5.0 | 24 | -2 | 3 | -25 | -10 | 4.3 | -9 | -4
COc1ccc(C(C)NC(=S)NCc2ccc(F)cc2)cc1 (stereo not drawn) | 2.2 | 21 | 0 | -9 | -9 | 8 | 1.4 | 16 | -4
Cc1cc[n+](CC(=O)Nc2cccc(C)c2)cc1 | 0.4 | 3 | -1 | 3 | 5 | -3 | 0.9 | 9 | -2
CCc1nnc(NC(=O)c2nc(S(=O)(=O)Cc3ccc(C)cc3)ncc2Cl)s1 | 0.5&1.0 | -1&-1 | -1&1 | 6&-5 | 13 | 6&2 | -0.1&-0.1 | -25 | -7&8
Cc1cc2nnc(SC(C)C#N)n2c2ccccc12 (stereo not drawn) | -0.6 | -1 | -3 | -3 | 24 | 11 | 0.0 | -2 | -12
CC(C)N(C(=O)CSc1nnc(NC(=O)c2cccs2)s1)C(C)C | 0.6 | 2 | -9 | 3 | -24 | -4 | 0.8 | -21 | -8
